# Screening data deposited in PubChem BioAssay by several laboratories.
# VHR inh abs = inhibitors of human VHR1 phosphatase (DUSP3); recombinant VHR phosphatase, pNPP absorbance; inhibition, % at 13.3 µM; hit rate 0.52% among 290,000; in the data active = inhibition above about 50%; also: some compounds called inactive have numbers as strong as hits
# Target sequence (P51452 whole entry, looked up): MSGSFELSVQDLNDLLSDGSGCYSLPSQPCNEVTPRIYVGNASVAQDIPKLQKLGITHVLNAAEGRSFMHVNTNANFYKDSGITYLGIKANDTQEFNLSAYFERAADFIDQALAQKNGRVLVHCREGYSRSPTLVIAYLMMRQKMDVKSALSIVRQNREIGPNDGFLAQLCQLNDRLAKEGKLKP
# 3CLpro inhibitor = SARS-CoV 3CLpro protease inhibition; P0C6X7; recombinant SARS-CoV 3CLpro, quenched FRET peptide cleavage; inhibition, % at 6 µM; hit rate 0.14% among 290,000; in the data active = inhibition above about 12%
# PrPC surface inh = inhibitors of human cell surface prion protein PrPC | TR-FRET read-out | inhibition, % at 13.8 µM | hit rate 0.43% among 370,000; in the data active = inhibition above about 24%; also: 0% = median of the test wells and 100% = reference compound wells
# Y pestis TopoI = blocks Yersinia pestis topoisomerase I activity; hit rate 0.064% among 360,000; Y. pestis Topo-I cleavage product accumulation, plate reader; activity, % at 10 µM; AID 504884; in the data active = activity above about 50%, passing the limit was not always enough; also: inactives centre near 2
# BH1578 lux ind = induces V. cholerae light production without autoinducers; V. cholerae BH1578 lux reporter, luminescence, 6 h; activation, % at 18.7 µM; hit rate 0.16% among 350,000; AID 588436; in the data active = activation mostly above about 9.7%, no sharp cut-off; also: not every result past the cut was called active; inactives centre near 0; reference of the scale not given here
# Rv3671c inh = inhibits the M. tuberculosis serine protease Rv3671c. hit rate 0.048% among 320,000. inhibition, % at 5.96 µM. AID 2606. P9WHR9; in the data active = inhibition above about 38%;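 also: extracellular domain of Rv3671c used as enzyme; 0% = enzyme with DMSO and 100% = no enzyme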
# Target sequence (P9WHR9 whole entry, looked up, the tested form may be a part): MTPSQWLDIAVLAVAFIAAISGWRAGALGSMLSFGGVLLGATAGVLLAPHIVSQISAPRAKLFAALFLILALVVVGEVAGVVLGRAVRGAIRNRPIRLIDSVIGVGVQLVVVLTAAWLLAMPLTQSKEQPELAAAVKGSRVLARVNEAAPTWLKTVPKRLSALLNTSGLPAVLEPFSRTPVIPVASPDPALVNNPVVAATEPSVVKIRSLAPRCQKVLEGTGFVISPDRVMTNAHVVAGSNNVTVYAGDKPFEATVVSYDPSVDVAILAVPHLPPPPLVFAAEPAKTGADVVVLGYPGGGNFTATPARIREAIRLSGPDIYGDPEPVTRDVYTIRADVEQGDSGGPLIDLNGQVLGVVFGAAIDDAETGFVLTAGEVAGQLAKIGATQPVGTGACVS
# TcdB inh = TcdB glycohydrolase inhibition. P18177. inhibition, % at 9.99 µM. hit rate 0.24% among 350,000. TcdB glycohydrolase enzymatic assay, plate reader; in the data active = inhibition above about 10%
# CCHFV vOTU inh = blocks the CCHF virus ovarian tumor domain protease. CCHFV vOTU protease, Pep-AMC fluorescence. inhibition, % at 11.5 µM. hit rate 0.55% among 370,000. AID 651958; in the data active = inhibition above about 30%; also: 0% = vehicle wells with enzyme and 100% = no enzyme wells
# MazF activator = activators of E. coli MazEF toxin-antitoxin RNase. FAM/BHQ RNA-DNA oligo cleavage fluorescence, 5 h. activation, % at 20 µM. hit rate 0.32% among 350,000. AID 504720. P0AE70; in the data active = activation above about 50%
# Target sequence (P0AE70 whole entry, looked up): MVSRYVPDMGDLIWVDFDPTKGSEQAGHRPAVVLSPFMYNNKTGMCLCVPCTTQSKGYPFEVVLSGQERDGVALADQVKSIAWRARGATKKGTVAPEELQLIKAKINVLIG
# PriA SSB inh = blocks PriA binding to SSB C-terminal tail. AlphaScreen SSBct-PriA binding, biotinylated peptide. inhibition, % at 33 µM. hit rate 0.6% among 430,000; in the data active = inhibition mostly above about 37%, no sharp cut-off; inactive = mostly below about 20%;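 also: plate controls were negative control peptide for no effect and reference peptide for full effect; strong numbers were not always called active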
# Numbers without * were called inactive; i = inactive; . = no result given; & = joins results of further samples. Not all compounds are listed; rates above refer to the full screens.
SMILES,VHR inh abs,3CLpro inhibitor,PrPC surface inh,Y pestis TopoI,BH1578 lux ind,Rv3671c inh,TcdB inh,CCHFV vOTU inh,MazF activator,PriA SSB inh
O=C(CCN1C(=O)C2C3C=CC(C3)C2C1=O)NCCc1ccccc1Cl (configuration not stated),2,0,1,5,i,-7,.,7,-12,-3
CCCN(CCC)CC(O)CN(c1ccccc1)S(=O)(=O)c1ccc(C)cc1 (configuration not stated),27,0,-2,12,-0.3,-2,.,-6,8,-9
O=C(CN1CCCCC1)Nc1ccc(N2CCCCCC2)cc1,-5,1,-6,5,i,3,-6.8,-1,4,35
Cc1cc2c(C)nc(N/N=C/c3ccc([N+](=O)[O-])cc3)nc2o1,37,-7,-9,2,-0.6,-14,1.1,-4,28,.
C=CCn1c(Cc2ccc(OC(C)C)c(Cl)c2)nnc1SCC(N)=O,-8,0,-4,1,-0.8,-6,.,5,0,-3
COCCCNC(=O)c1cc2cc3cc(OC)ccc3nc2o1,10,-2,-15,10,i,1,-0.1,-111,-1,6
O=S(=O)(c1ccccc1)N1CCC(Oc2ccc(-n3cnnn3)cc2)CC1,-9,3,6,22,-0.7,0,2.1,16,-7,-7
C=C(C(=O)Nc1ccccc1)c1ccc(C)cc1,.,.,4,-6,i,-10,2.0,3,3,-12
C[C@@H]1CN([C@H](C)CO)C(=O)c2cc(Br)cnc2O[C@H]1CN(C)C,.,.,3,-3,i,.,-0.8&1.3,6,1,.
COc1ccc(N(CC(=O)Nc2ccc(S(=O)(=O)N3CCCCC3)cc2)S(C)(=O)=O)cc1OC,26,-1,-3,-8,i,-1,.,2,5,9
CCCCCCCCC(=O)N/N=C(\C)c1ccc(O)cc1O,-11,0,-2,20,-0.2,4,.,9,6,.
O=S(=O)(c1ccc(Cl)cc1)N1CCCN(c2nc3ccc(Cl)cc3s2)CC1,27,2,4,2,-0.7,7,0.9,-14,-8,-5
Cc1cc(NC(=S)NC(=O)CC(C)C)ccc1Br,20,8,-7,11,-0.2,6,-0.1,1,4,-17
Cc1c(Cl)cccc1NC(=S)N1CC2CC(C1)c1cccc(=O)n1C2 (configuration not stated),-2,3,-1,1,-0.3,1,.,1,1,-11
O=C(Cc1ccccc1)NCC(=O)N1CCC2(CC1)NCCc1[nH]cnc12,-31,-3,-2,1,-2.0,2,0.0,5,3,-18
CC1CCN(C(=O)COC(=O)Cn2cnc3c2c(=O)n(C)c(=O)n3C)CC1,.,.,0,2,-4.2,-2,0.9,-8,5,-6
O=C(C1CC(=O)N(C2CCCC2)C1)N1CCC2(CC1)OCCO2 (configuration not stated),27,-7,-5,2,-0.2,-8,.,-17,-1,-10
COc1ccc(C(=O)n2nnc3ccccc32)cc1Br,-8,-4,.,2,i,5,.,.,-7,-13&-6
CCN(CC)S(=O)(=O)c1ccc(N=Cc2c(C)c(C#N)c(=O)n(C)c2O)cc1,1,-1,1,2,-0.2,5,-0.2,3,4,-1
CCc1nc2ccc(C(=O)Nc3cccc(OCC(=O)N(C)C)c3)cn2c1N(CCN(C)C)CC1CC1,.,.,2,2,i,.,-11,16,.,.
O=c1n(Cc2ccccc2Cl)c2sc3c(c2c2ncnn12)CCCC3,10,.,-4,-4,-0.5,.,.,0,23,-10
CCOc1ccc(N(CC(=O)O)S(=O)(=O)c2ccc(OC)c(OC)c2)cc1,17,-4,8,-3,i,-10,.,-4,-2,-16
Cc1[nH]c(C(=O)O)c(C)c1C(=O)OC(C)C,-2,-4,-2,2,i,1,1.0,1,-6,3
Cn1nc(CSc2ccccc2)c(C=O)c1Cl,11,2,5,8,i,0,0.4,-10,6,-8
COc1cccc(C(=O)CN2C(=O)C(C)(C)Oc3ccc(C(=O)N4CCOCC4)cc32)c1,-40,-1,-9,-2,-0.6,-3,0.6,5,1,-3

# The list goes on; it opens with the 7 that closed the last part.
SMILES,VHR inh abs,3CLpro inhibitor,PrPC surface inh,Y pestis TopoI,BH1578 lux ind,Rv3671c inh,TcdB inh,CCHFV vOTU inh,MazF activator,PriA SSB inh
CCN(CC)S(=O)(=O)c1ccc(N=Cc2c(C)c(C#N)c(=O)n(C)c2O)cc1,1,-1,1,2,-0.2,5,-0.2,3,4,-1
CCc1nc2ccc(C(=O)Nc3cccc(OCC(=O)N(C)C)c3)cn2c1N(CCN(C)C)CC1CC1,.,.,2,2,i,.,-11,16,.,.
O=c1n(Cc2ccccc2Cl)c2sc3c(c2c2ncnn12)CCCC3,10,.,-4,-4,-0.5,.,.,0,23,-10
CCOc1ccc(N(CC(=O)O)S(=O)(=O)c2ccc(OC)c(OC)c2)cc1,17,-4,8,-3,i,-10,.,-4,-2,-16
Cc1[nH]c(C(=O)O)c(C)c1C(=O)OC(C)C,-2,-4,-2,2,i,1,1.0,1,-6,3
Cn1nc(CSc2ccccc2)c(C=O)c1Cl,11,2,5,8,i,0,0.4,-10,6,-8
COc1cccc(C(=O)CN2C(=O)C(C)(C)Oc3ccc(C(=O)N4CCOCC4)cc32)c1,-40,-1,-9,-2,-0.6,-3,0.6,5,1,-3
S=c1[nH]nc(CCc2ccccc2)n1-c1ccccc1,3,2,2,1,i,-2,.,-8,5,3
O=C1C2C3C=CC(C4CC34)C2C(=O)N1CCc1ccccc1 (configuration not stated),-4,-4,-3,8,2.4,-1,.,-16,0,8
COCC(=O)OCC(=O)Nc1cc(C(C)(C)C)nn1-c1ccccc1,15,-1,6,-8,-0.1,8,.,1,-3,-18
COc1ccc(N2CCN(CCC(N)=O)CC2)cc1,24,3,-3,2,0.6,1,.,-1,11,2
CCN(CC)CC(=O)Nc1sc(C)cc1C(=O)c1ccc(C)cc1,6,-2,0,-11,i,6,0.4,-3,10,-1
Brc1cccc(CSc2nnc(-c3ccncc3)o2)c1,30,5,3,24,-0.2,8,1.8,0,-2,-9
COc1ccc(N2CCN(C(=O)[C@H](C)NC(=O)c3ccccc3Cl)CC2)cc1,11,-3,-2,-4,-0.3,-12,1.5,15,9,-13
O=C(Cc1ccccc1)Nc1ccc(N2CCN(Cc3ccccc3F)CC2)cc1,24,3,2,8,0.1,-6,.,-2,5,-5
CNC(=O)c1ccc(CNC(=O)OCC(F)(F)F)cc1,3,1,3,5,14,3,.,9,0,-11
CCC1CSC(Nc2ccc(C(=O)/C=C/c3ccc(OC)c(OC)c3)cc2)=N1 (configuration not stated),7,-3,9,-9,i,-16,.,-10,-4,13
COc1ccc(N2CCN(C(=O)c3ccc4c(c3)CC(c3ccccc3)OC4=O)CC2)cc1 (configuration not stated),.,.,-9,24,-1.2,.,1.6,-9,0,-2
CN(c1ccccc1C(=O)N1CCc2ccccc2C1)S(C)(=O)=O,14,-7,-4,10,i,3,.,20,11,0
O=S(=O)(c1ccccc1)c1cnc2ccccc2c1,.,.,0,7,i,14,0.0,-5,6,-5
CCN(Cc1ccccc1)C(=O)c1c[nH]c2ccc(S(=O)(=O)N(C)CCC#N)cc2c1=O,-20,2,0,2,i,-12,.,-2,-6,-7
Cc1cc(C)nc(N2N=C(C(F)(F)F)CC2=O)n1,5,5,3,-8,i,0,0.7,-8,5,-5
CC(=O)N/C(=N\OCc1ccccc1Cl)c1nonc1NC(C)=O,1,1,-1,3,i,-10,2.9,4,3,.
CC1CCc2sc(C(=O)N(C)CC(=O)Nc3cccc(F)c3)cc2C1 (configuration not stated),12,-2,7,24,-0.4,-6,-1.4,30*,-8,-8
CCCCN(CCCC)CCC(O)c1cc2c(Cl)cc(Cl)cc2c2cc(C(F)(F)F)ccc12 (configuration not stated),.,.,10,15,-0.3,-8,0.4,10,1,-14
Cc1ccc(Nc2c(-c3ccc(N4CCOCC4)cc3)nc3ncccn23)cc1C,11,-1,-4,-4,-0.2,9,1.6,5,10,0
COC(=O)c1ccc(NC(=O)c2ccccc2)o1,-14,-4,-4,2,-0.3,2,.,10,2,-6
CCCCOc1ccc([N+](=O)[O-])cc1C(=O)O,26,5,-2,41,-1.8,-1,0.6,6,-7,1
COc1ccc(/C=C(\NC(=O)c2ccc(OC)cc2)C(=O)Nc2cccc(C(=O)O)c2)cc1,-2,0,-6,-6,-1.2,.,0.1,1,3,-5
O=[N+]([O-])c1c(NCc2ccco2)ncnc1NCc1ccco1,.,.,-12,10,-0.8,.,-0.7,20,3,-7
Cc1cc(N)n(-c2ncnc3scc(-c4ccccc4)c23)n1,37,6,1,-5,i,0,.,13,0,-2
O=C(/C=C/c1c(F)cccc1Cl)N1CCc2ccccc2C1,14,-2,2,27,-0.2,-6,0.9,-9,4,-5
# (cont.)
SMILES,VHR inh abs,3CLpro inhibitor,PrPC surface inh,Y pestis TopoI,BH1578 lux ind,Rv3671c inh,TcdB inh,CCHFV vOTU inh,MazF activator,PriA SSB inh
O=C(COc1nsnc1N1CCOCC1)Nc1cccc(Cl)c1,24,1,6,1,.,7,0.9,8,0,-4
COc1cccc(CN2CCN(C3CCN(c4cccc(C)c4C)CC3)CC2CCO)c1 (configuration not stated),14,-3,6,30,-4.8,4,3.6,11,0,14
N#C/C(=C\c1cccc(OCC(=O)O)c1)c1nc2ccccc2[nH]1,34,1,-6,3,-0.4,-4,-0.1,-9,-5,3
COc1ccc(CC(=O)NNc2ncnc3c2cnn3C)cc1,-2,-3,2,-6,0.3,3,-0.2,-11,1,5
COc1ccc(OC)c(C2=NOC(C(=O)NCCN3CCOCC3)C2)c1 (configuration not stated),-12,-4,-1,9,i,-5,.,-10,9,-14
CC1(C)Cc2c(c(-c3ccccc3)nc3[nH][nH]c(=O)c23)CO1,3,-6,3,0,-0.6,0,.,7,-4,2
Cc1ccc(NC(=O)CN2CCOCC2)cc1Cl,-6,-2,-2,2,i,3,0.5,-14,8,-3
O=C(OCc1cnc(Cl)s1)c1ccccc1Cl,41,-1,1,2,-0.9,0,.,4,8,-36
O=C1NC(Cc2ccccc2)c2nc3cc(Cl)ccc3c(=O)n2-c2ccccc21 (configuration not stated),.,.,9,.,.,-1,0.7,-5,.,.
CCOC(=O)C[C@@H](C#N)NC(=O)[C@@H]1CCCN1C(=O)[C@@H](NC(=O)c1ccc(N)c(Cl)c1)C(C)(C)C,.,.,4,9,i,.,-3.8,20,.,.
CC1CCN(C(=O)c2cccc(S(=O)(=O)N3CCN(c4ccccc4)CC3)c2)CC1,.,.,0,2,-0.7,-11,1.1,-8,-1,-3
CCc1ccc(NC(=O)COC(=O)c2cccs2)cc1,6,3,-3,11,-0.2,-3,1.3,-11,10,-31
CN(C)C(=S)Oc1ccccc1C1SCCS1,.,.,-5,-1,-0.7,.,2.5,-13,3,.
